Assay outcomes: PubChem BioAssay, several laboratories
LYP inh 2: blocks human PTPN22 phosphatase activity. Q9Y2R2. recombinant LYP catalytic domain, DiFMUP fluorescence. inhibition, % at 2 µM. 0.21% of 96,000 active;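 active = inhibition at 2 µM at or above a set limit, the screen mean plus 3 SD, cut at about 24% in these data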;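 also: 0% = DMSO with enzyme and 100% = enzyme fully blocked by orthovanadate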
CYP2C9 act: CYP2C9 (human) activation | P11712 | recombinant CYP2C9, luciferin-H conversion, luminescence; hits give high values; factor 1 = untreated enzyme, 0 = blocked | activation factor at 5 µM | 1.4% of 96,000 active;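 active = activation factor of 2 or more for CYP2C9 at a 5 µM dose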;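 also: 0 = sulfaphenazole-blocked wells and 1 = vehicle-only wells; values of inactives mirror those of a sister screen read the other way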
Target sequence (P11712 whole entry, looked up): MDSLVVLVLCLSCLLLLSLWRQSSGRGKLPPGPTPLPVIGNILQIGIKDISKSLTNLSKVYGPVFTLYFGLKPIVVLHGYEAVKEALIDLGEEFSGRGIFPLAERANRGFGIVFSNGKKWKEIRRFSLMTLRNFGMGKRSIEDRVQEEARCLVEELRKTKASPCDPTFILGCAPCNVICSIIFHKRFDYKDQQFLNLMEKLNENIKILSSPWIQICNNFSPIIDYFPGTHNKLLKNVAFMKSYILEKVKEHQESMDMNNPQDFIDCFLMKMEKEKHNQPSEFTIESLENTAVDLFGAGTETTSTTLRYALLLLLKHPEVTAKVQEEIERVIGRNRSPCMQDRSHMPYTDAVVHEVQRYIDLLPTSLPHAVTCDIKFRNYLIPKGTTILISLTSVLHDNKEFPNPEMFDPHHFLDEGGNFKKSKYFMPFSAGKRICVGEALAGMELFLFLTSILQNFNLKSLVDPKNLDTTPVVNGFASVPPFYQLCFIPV
hDAT+cocaine: modulates human dopamine transporter uptake under cocaine | B-score at 10 µM | 1.3% of 110,000 active | Q01959 | LLC-PK1 hDAT cells, [14C]-dopamine uptake with cocaine IC80; actives deviate in either direction;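 active = Z score or B-score, a plate-position-corrected score, falls beyond the plate's 99.7% confidence bounds, in either direction; inactive = both scores lie inside the 99.7% bounds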;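 also: scored against the spread of the other compound wells on the same plate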
Target sequence (Q01959 whole entry, looked up): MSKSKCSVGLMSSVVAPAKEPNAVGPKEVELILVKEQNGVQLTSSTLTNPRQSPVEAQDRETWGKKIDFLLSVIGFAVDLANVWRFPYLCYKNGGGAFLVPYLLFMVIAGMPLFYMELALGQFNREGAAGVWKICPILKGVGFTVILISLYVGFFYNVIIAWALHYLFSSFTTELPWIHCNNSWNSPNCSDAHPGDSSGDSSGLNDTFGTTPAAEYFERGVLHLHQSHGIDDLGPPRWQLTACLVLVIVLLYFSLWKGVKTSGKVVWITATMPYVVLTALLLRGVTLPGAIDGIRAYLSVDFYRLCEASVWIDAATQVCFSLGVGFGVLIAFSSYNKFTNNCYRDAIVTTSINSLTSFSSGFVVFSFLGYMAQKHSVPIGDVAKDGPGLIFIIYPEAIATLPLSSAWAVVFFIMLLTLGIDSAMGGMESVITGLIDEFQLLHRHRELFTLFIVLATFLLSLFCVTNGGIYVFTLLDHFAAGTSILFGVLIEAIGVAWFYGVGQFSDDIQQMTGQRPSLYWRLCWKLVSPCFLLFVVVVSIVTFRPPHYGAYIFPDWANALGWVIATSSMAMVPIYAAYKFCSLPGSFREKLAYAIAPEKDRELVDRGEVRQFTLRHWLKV
Pyk2 oligo antag: blocks oligomerization of human Pyk2 in cells; AID 1347419; Q293 cells, Pyk2 FERM NanoBiT luminescence; hits give low values; z-score (the deposit names both 25 µM and 10 µM); 0.83% of 99,000 active;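 active = Z-score of -3 or lower, scaled per plate to the spread of control and sample wells; inactive = z-score above -3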;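 also: negative z-score means lost luminescence so less FERM oligomerization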
E coli WT exp: growth inhibitors of E. coli BW25113 wild type. OD600 absorbance. growth inhibition, % at 100 µM. 0.15% of 98,000 active. AID 710;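 active = growth inhibition above about 50% at one test dose, limit read from the data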;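 also: growth measured after 20 h incubation at 37 °C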
PostGolgi ctrl: growth of the yeast control strain, post-Golgi counter-screen. efflux-deficient yeast background strain, growth absorbance A615, 16 h. inhibition, % at 10 µM. 5% of 98,000 active. AID 738
PostGolgi yeast: growth inhibition of a yeast mutant, post-Golgi transport screen; post-Golgi transport phenotypic cell assay; inhibition, % at 10 µM; 0.9% of 98,000 active; AID 739;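 also: yeast cells grown in 1536-well plates; yeast grown about 18 h at 30C before absorbance read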
CYP2C9 inhib: inhibitors of human CYP2C9 | 20% of 96,000 active | AID 777 | P11712 | CYP2C9 Supersomes, luciferin-H conversion, luminescence | inhibition, % at 5 µM;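 active = blocking of liver enzyme CYP2C9 beyond about 50% at 5 µM, limit read from the data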; also: values of inactives mirror those of a sister screen read the other way
LYP act: LYP (human) phosphatase activation; activation, % at 2 µM; 0.11% of 96,000 active; Q9Y2R2; recombinant LYP, DiFMUP fluorescence; 0 = plate median, 100 = signal doubled;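 active = activation at 2 µM above a set limit, the mean plus 5 SD, cut at about 37% in these data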
* hit, by the source's call; x = no result given. Rule as the data show it, unless noted: active = inhibition above about 30%; inactive = the rest.

SMILES | LYP inh 2 | CYP2C9 act | hDAT+cocaine | Pyk2 oligo antag | E coli WT exp | PostGolgi ctrl | PostGolgi yeast | CYP2C9 inhib | LYP act
CN(CCCNC(=O)C1CCN(S(=O)(=O)N2CCC3(CC2)OCCO3)CC1)Cc1ccccc1 | -10 | 0.9 | 0.0096 | 1.7 | 2 | 5 | -3 | 8 | 9
O=C(NN1C(=O)c2ccc3c4c(ccc(c24)C1=O)CC3)c1ccc(Br)cc1 | 7 | 3.5* | -0.59 | 0.8 | -6 | 3 | 5 | -252 | -4
OCCN1CCOCCOCCN(CCO)CCN(CCO)CC1 | -13 | 0.9 | 0.11 | -1.1 | 5 | 17 | -2 | 13 | 16
Cc1ccc(/C=N/N2C(=S)SC(C)(C)C2N(O)C(=O)Nc2ccc([N+](=O)[O-])cc2)cc1 (centres undefined) | -1 | 0.7 | 0.37 | 0.37 | -11 | 9 | 1 | 30 | 4
CCCOc1ccc(N2C(=O)CC(N3CCN(c4ccccc4F)CC3)C2=O)cc1 (centres undefined) | 5 | 0.9 | -0.29 | 0.04 | 4 | 13 | 5 | 11 | -4
CC1=C(C(=O)OCc2ccccc2)C(c2ccco2)n2ncnc2N1 (centres undefined) | x | 0.8 | -1.1 | x | -7 | 8 | 6 | 18 | x
O=C(NCc1ccccn1)Nc1ccc2c(c1)OCO2 | 0 | 0.9 | -0.32 | 0.13 | 6 | 5 | -7 | 14 | 0
COc1ccc(S(=O)(=O)N2CCCC2C(=O)Nc2ccc(C)cc2)cc1 (centres undefined) | 6 | 0.5 | -0.73 | -0.27 | -3 | 4 | -6 | 54* | -8
O=C(CCC(=O)N1CCN(C2CCCC2)CC1)Nc1nnc(C(F)(F)F)s1 | 3 | 0.8 | 0.23 | 1.1 | -2 | -3 | 0 | 21 | -6
COc1ccc(Oc2nc3ccccc3nc2C(F)(F)F)cc1 | 4 | 1 | 0.87 | 1.3 | -6 | 3 | 1 | 5 | -1
COc1cc(C(=O)N2c3ccccc3CC2C)cc(OC)c1OC (centres undefined) | 11 | 0.8 | -1.3 | -0.41 | 5 | 2 | -4 | 23 | -12
O=C(NCC1COc2ccccc2O1)c1cn(Cc2ccc(F)cc2)nn1 (centres undefined) | 0 | 1 | 0.19 | -0.19 | -12 | 0 | -2 | 1 | -2
Cc1ccccc1Oc1ccc(S(=O)(=O)NCCC(=O)O)cc1 | -15 | 0.6 | 1.5 | -3.5* | -2 | 0 | 2 | 44 | 11
Cc1cc(=O)n2[nH]c(-c3ccc(C(C)(C)C)cc3)cc2n1 | 5 | 1.1 | -0.96 | -0.76 | -7 | 5 | 19 | -11 | -5
Nn1c(COc2cccc(Br)c2)nnc1SCC(=O)N1CCc2ccccc2C1 | 4 | 1 | 1.3 | 0.89 | -12 | -2 | -9 | 4 | -6
CC(C)OC(=O)c1nnn(-c2nonc2N)c1CN1CCc2ccccc2C1 | 4 | 0.3 | -1.4 | 0.22 | -5 | 47* | 1 | 68* | -4
CC1CCCN(c2oc(-c3cccc4ccccc34)nc2C#N)C1 (centres undefined) | x | 0.8 | -0.011 | 0.44 | -19 | 4 | 2 | 21 | x
Cn1ncc2c(Nc3ccc(-c4ccccc4)cc3)ncnc21 | x | 0.9 | 0.82 | -1 | -14 | 9 | 0 | 13 | x
CNC(=O)c1nc(C)n(-c2cc(Cl)ccc2Cl)n1 | 5 | 1.1 | -1.3 | 0.02 | -16 | 2 | 1 | -13 | -3
N/C(=N\OC(=O)c1ccccc1[N+](=O)[O-])c1cccnc1 | 9 | 1.2 | -1.3 | 0.44 | 16 | 0 | -2 | -21 | -4
COC(=O)C(C)Sc1nc2c(cnn2-c2ccccc2)c(=O)[nH]1 (centres undefined) | -7 | 0.6 | -1.1 | x | -10 | 10 | -1 | 41 | 6
O=c1c2ccccc2nc(-c2ccco2)n1/N=C/c1ccco1 | 1 | 0.5 | 1.4 | -0.54 | -6 | 9 | 7 | 47 | -2
COCCn1c(SCC#N)nnc1-c1ccc2c(c1)OCO2 | x | 0.9 | -1 | -0.39 | 4 | 5 | -1 | 11 | x
COCCCNC(=O)c1ccc(-n2nc(C(F)(F)F)cc2-c2cccs2)cc1 | 8 | 0.5 | -0.64 | -1 | -4 | 7 | 2 | 50* | -8
Cc1cc2ccccc2n1CCNC(=O)C(C)(C)C | -9 | x | -1.6 | x | 6 | 29 | -6 | x | 8

An excerpt from above, showing only hDAT+cocaine and PostGolgi ctrl:
compound	hDAT+cocaine	PostGolgi ctrl
N/C(=N\OC(=O)c1ccccc1[N+](=O)[O-])c1cccnc1	-1.3	0
COC(=O)C(C)Sc1nc2c(cnn2-c2ccccc2)c(=O)[nH]1 (centres undefined)	-1.1	10

CYP2C9 inhib, entries above that show a hit
mol | LYP inh 2 | CYP2C9 act | hDAT+cocaine | Pyk2 oligo antag | CYP2C9 inhib | LYP act
COc1ccc(S(=O)(=O)N2CCCC2C(=O)Nc2ccc(C)cc2)cc1 (centres undefined) | 6 | 0.5 | -0.73 | -0.27 | 54* | -8
CC(C)OC(=O)c1nnn(-c2nonc2N)c1CN1CCc2ccccc2C1 | 4 | 0.3 | -1.4 | 0.22 | 68* | -4
COCCCNC(=O)c1ccc(-n2nc(C(F)(F)F)cc2-c2cccs2)cc1 | 8 | 0.5 | -0.64 | -1 | 50* | -8

The list continues:
SMILES | LYP inh 2 | CYP2C9 act | hDAT+cocaine | Pyk2 oligo antag | E coli WT exp | PostGolgi ctrl | PostGolgi yeast | CYP2C9 inhib | LYP act
Cc1sc2ncnc(N3CCN(CCOc4ccc(Cl)cc4)CC3)c2c1C | 5 | 0 | -1.1 | 0.44 | -19 | 35* | -5 | 99* | -4
COc1ccccc1-c1cc(C(=O)N2CCc3ccccc3C2)c2ccccc2n1 | 0 | 0.4 | x | x | -8 | 52* | 1 | 64* | 4
CCc1cccc(C)c1N(C(=O)Cn1c(CO)nc2ccccc21)C(C)COC (centres undefined) | -1 | x | 0.009 | -2.5 | x | x | x | x | 2
CCn1nnnc1-c1ccc(OC)c(S(=O)(=O)NCc2ccccc2)c1 | -4 | 0.7 | -1.3 | 1.2 | 3 | 12 | -4 | 28 | 2
COc1ccc(-n2c(N)c(C(=O)NCc3ccco3)c3nc4ccccc4nc32)cc1 | 7 | 0.8 | 1.2 | -1.1 | 5 | 0 | -2 | 18 | -4
CCOc1cc(C2C(C#N)=C(N)OC(C)=C2C(C)=O)cc(Br)c1O (centres undefined) | -5 | 0.1 | -1.2 | 0.25 | -19 | -1 | -7 | 90* | 1
COC(=O)c1sc(NC(=O)C2CCCO2)c(C(=O)OC)c1C (centres undefined) | -10 | 0.6 | -0.046 | -0.44 | -21 | -4 | -4 | 40 | 9
O=C(O)CCc1ccc(-c2cccs2)n1NC(=O)c1ccccc1Br | -11 | 0.7 | -0.89 | 0.43 | -2 | 4 | 0 | 28 | 3
COc1ccc(Oc2coc3cc(OC(=O)N4CCOCC4)ccc3c2=O)cc1 | -6 | 1.2 | 0.034 | 1.1 | -1 | -1 | -1 | -16 | 6
CCOC(=O)Cc1nnc(NC(=O)c2ccccc2OCC)s1 | x | x | 1.8 | -1.2 | -7 | 9 | -11 | x | x
O=C(Nc1ccc(-c2nc3ccccc3s2)cc1)c1cc(-n2cnnc2)ccc1Cl | 6 | 1 | -0.0073 | -2 | -4 | 7 | -5 | 3 | -4
Cc1cc(C)c(S(=O)(=O)N2CCCCC2)cc1N(C)S(=O)(=O)c1ccc(Cl)cc1 | 9 | 0.3 | 0.1 | 0.07 | -18 | 22 | 6 | 71* | -6
Cn1ncc(Cl)c1C(=O)Nc1cc(C(F)(F)F)ccc1F | -6 | x | -0.65 | 0.02 | x | x | x | x | 0
O=C1NCCN1C(=O)c1ccco1 | -3 | 0.9 | 0.12 | 3 | 5 | 0 | 1 | 10 | 4
COc1ccc(C)cc1S(=O)(=O)N(C)CC(=O)NC1CC1 | -2 | 0.9 | -0.12 | -0.16 | -5 | 4 | -1 | 14 | 1
c1ccc(CN2CCOCC2)cc1 | 4 | 1.1 | -0.0037 | 1.9 | 6 | 1 | -3 | -7 | -3
Cn1cccc1C(=S)N=P(C1CCCCC1)(N1CCOCC1)N1CCOCC1 | 2 | 1.1 | 0.064 | -0.06 | 3 | 2 | 3 | -11 | -5
O=C(Nc1cc(Cl)ccc1O)c1snnc1-c1ccccc1 | 7 | 0.2 | 0.3 | -2.5 | -2 | 15 | -4 | 83* | -3
COc1ccc(Oc2ncnc3c2ncn3Cc2ccccc2)cc1 | -24 | 0.9 | 1.8 | 0.4 | 3 | 8 | -10 | 6 | 22
Cc1cc(C)nc(N2CCCC(C(=O)NCCC3=CCCCC3)C2)n1 (centres undefined) | -4 | 1.6 | -1 | 1.6 | -7 | 0 | 9 | -60 | 1
Cc1ccc(NC(=O)C2CCCN(S(=O)(=O)c3cnc[nH]3)C2)cc1C (centres undefined) | -14 | 0.1 | -0.25 | x | -8 | 5 | -5 | 86* | 12
C=Cn1c(N2CCOCC2)nc2c1c(=O)[nH]c(=O)n2C | 15 | 1.1 | -0.049 | 0.3 | 1 | 11 | 16 | -10 | -12
OC1=C(O)c2nc3ccccc3nc21 | 5 | 1.1 | -0.65 | -0.38 | 19 | 9 | -1 | -8 | -2
Cc1cccc(C(C)(C)C)c1OCCn1ccnc1 | -8 | 0.3 | -0.55 | 0.93 | 14 | 2 | 8 | 66* | 3
COc1ccccc1-c1nnc(NC(C)=O)s1 | -1 | 2.1* | -1.2 | 1.3 | 0 | 10 | 7 | -110 | -2

Other records follow.
SMILES | LYP inh 2 | CYP2C9 act | hDAT+cocaine | Pyk2 oligo antag | E coli WT exp | PostGolgi ctrl | PostGolgi yeast | CYP2C9 inhib | LYP act
O=C(CC1Nc2ccccc2NC1=O)Nc1cc(Cl)cc(Cl)c1 (centres undefined) | -12 | 0.8 | 0.02 | -1.8 | 6 | 67* | 12 | 20 | 16
CC(C)(C)Nc1nc(NC(C)(C)C)nc(-n2ccnc2)n1 | -5 | 0.4 | -1.1 | -2.2 | -12 | 33* | 0 | 63* | 2
O=C(c1ccco1)N1CCN(c2cc(=O)n(-c3ccc(Cl)cc3)c(=O)[nH]2)CC1 | 7 | 0.9 | -0.44 | x | 0 | -8 | 1 | 8 | -8
Cc1nn(-c2ccccc2)c2c1/C(=N/O)CC(C)(C)C2 | -8 | 0.9 | x | -0.66 | 0 | 6 | 2 | 8 | 9
Nc1c(Cl)cc(Cl)cc1C(=O)OCC(=O)NC1CC1 | 3 | 2.1* | 0.21 | 2 | -5 | 13 | 7 | -113 | -2
Cc1csc(SCC(=O)Nc2nc3ccccc3s2)n1 | -4 | 0.1 | 0.72 | -0.27 | 24 | 12 | -10 | 94* | 7
CCCCN1C(=O)C(CC(=O)NCC)SC1=Nc1ccccc1 (centres undefined) | -11 | x | 0.11 | 1.8 | x | x | x | x | 12
CCOc1ccc(NC(=O)N2CCC(C(N)=O)(N3CCCCC3)CC2)cc1 | -3 | 1 | -0.15 | 0.97 | -9 | 7 | 3 | -2 | 7
C/C(CC(=O)Nc1cc(Cl)ccc1Cl)=N\NC(N)=S | -2 | 0.9 | -1.1 | -0.34 | 13 | 4 | 5 | 9 | 4
O=C(Cc1nc(-c2ccc(Br)s2)cs1)NCCN1CCOCC1 | 0 | 0.7 | -0.22 | -0.77 | -2 | -7 | -5 | 34 | -3
O=C(CCCNS(=O)(=O)c1cccc2nsnc12)NCc1ccccc1 | 5 | 1 | 1.6 | 0.02 | 7 | -2 | 2 | -2 | -5

Looked up one by one from the entries so far (four):
SMILES | LYP inh 2 | CYP2C9 act | hDAT+cocaine | Pyk2 oligo antag | E coli WT exp | PostGolgi ctrl | PostGolgi yeast | CYP2C9 inhib | LYP act
CC1=C(C(=O)OCc2ccccc2)C(c2ccco2)n2ncnc2N1 (centres undefined) | x | 0.8 | -1.1 | x | -7 | 8 | 6 | 18 | x
CC1CCCN(c2oc(-c3cccc4ccccc34)nc2C#N)C1 (centres undefined) | x | 0.8 | -0.011 | 0.44 | -19 | 4 | 2 | 21 | x
COCCCNC(=O)c1ccc(-n2nc(C(F)(F)F)cc2-c2cccs2)cc1 | 8 | 0.5 | -0.64 | -1 | -4 | 7 | 2 | 50* | -8
COc1ccc(Oc2ncnc3c2ncn3Cc2ccccc2)cc1 | -24 | 0.9 | 1.8 | 0.4 | 3 | 8 | -10 | 6 | 22
